Screening data from PubChem BioAssay.
GAA inhib: blocks human lysosomal alpha-glucosidase | P10253 | purified human GAA, 4-MU-alpha-glucoside fluorescence | Potency, µM (titrated, usually from 76.9 µM), for the others: at the highest dose activity change, negative = inhibition, most hits filed as inhibitors | 200,000 compounds, 0.005% hits;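 note: plate controls were uninhibited enzyme wells for no effect and no-enzyme background for full effect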
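Human alpha-glucosidase, 4 nM, pre-mixed with test compounds before 400 uM 4-methylumbelliferyl substrate; 20 min room temperature at pH 5.0. Fluorescence read after pH 10 stop; AC50 values from Hill-equation fits.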
SMN2 splice enh: increases expression of the SMN2 splice variant. HEK293 SMN2-luciferase splicing reporter, luminescence, 30-36 h. Potency, µM (titrated, usually from 46.1 µM), for inactives: at the top dose activity change, positive = activation, actives largely listed as activators. 210,000 compounds, 2.8% hits. AID 1458; note: % of control where 0% means no effect; nearly all actives have a fitted effect of over 55% in size
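qHTS luciferase splicing reporter: luminescence rises when SMN2 exon 7 is included in transfected HEK293 cells. Compound exposure lasted 30-36 h at 37C, with 4.5 mM final sodium butyrate as control, followed by a ONE-Glo read.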
JMJD2E inh: JMJD2E (human) inhibition; JMJD2E catalytic domain, FDH-coupled NADH fluorescence (FDH is formaldehyde dehydrogenase); Potency, µM (series often up to 57.1 µM), inactives show top-dose activity change, negative = inhibition, most hits filed as inhibitors; 230,000 compounds, 1.6% hits; active = well fitted inhibition curve with a large enough effect, not every such curve was filed as active; inconclusive = small, poorly fitted or top-dose-only effect, or another doubt; inactive = no such curve, though single readings can be large or run the other way;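 note: 0% = wells with enzyme and -100% = buffer wells without enzyme; nearly all actives have a fitted effect of over 50% in size; many of its hits are not listed in these tables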
RGS12 GoLoco inh: inhibitors of human Gai1-RGS12 GoLoco interaction (red fluorophore); Gai1:RGS12 GoLoco peptide FP, rhodamine, 10 min; Potency, µM (titrated, usually from 61.6 µM), for inactives: top-dose activity, negative = inhibition, usual class: inhibitors; 230,000 compounds, 0.44% hits; AID 880; active = well fitted inhibition curve with a large enough effect, not every such curve was filed as active; inactive = no such curve, though single readings can be large or run the other way; note: % is set by controls: 0 for no effect and ±100 for the full control effect; nearly all actives have a fitted effect of over 30% in size; many of its hits are not listed in these tables
GLA spleen mod: inhibits or activates alpha-galactosidase in human spleen homogenate. Potency, µM (highest dose often 80 µM), without a hit: top-dose activity change, negative = inhibition, actives largely listed as inhibitors. P06280. AID 2107. human spleen homogenate, 4MU-alpha-Gal fluorescence, 40 min. 240,000 compounds, 0.008% hits;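 note: 0% = enzyme with vehicle and -100% = no enzyme basal signal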
Target sequence (P06280 32-429 limits assumed): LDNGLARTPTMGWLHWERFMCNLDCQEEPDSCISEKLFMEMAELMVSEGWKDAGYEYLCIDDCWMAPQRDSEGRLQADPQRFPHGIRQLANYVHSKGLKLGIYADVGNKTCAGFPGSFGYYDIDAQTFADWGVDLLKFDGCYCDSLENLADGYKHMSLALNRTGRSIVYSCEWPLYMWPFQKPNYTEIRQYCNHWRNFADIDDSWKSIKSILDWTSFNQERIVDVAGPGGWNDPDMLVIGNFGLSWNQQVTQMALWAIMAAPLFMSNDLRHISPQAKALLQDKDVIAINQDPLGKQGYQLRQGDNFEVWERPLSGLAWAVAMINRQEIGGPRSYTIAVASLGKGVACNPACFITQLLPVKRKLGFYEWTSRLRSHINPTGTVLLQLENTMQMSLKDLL
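qHTS titration in buffer at pH 5.0. Alpha-galactosidase activity in spleen homogenate was measured via 4-methylumbelliferone release from 1 mM fluorogenic substrate after 40 min at 37C and a pH 10 stop. AC50 came from Hill fits of control-normalized data.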
ALDH1A1 block: ALDH1A1 (human) enzyme inhibition. Purified ALDH1A1, NADH fluorescence, propionaldehyde substrate. 220,000 compounds, 7.3% hits. Potency, µM (series often up to 75.3 µM), inactives show at the highest dose activity, negative = inhibition, actives largely listed as inhibitors. AID 1030; active = well fitted inhibition curve with a large enough effect, not every such curve was filed as active; inconclusive = small, poorly fitted or top-dose-only effect, or another doubt; inactive = no such curve, though single readings can be large or run the other way;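 note: plate controls were no enzyme wells and a reference inhibitor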
Target sequence (P00352 whole entry, looked up): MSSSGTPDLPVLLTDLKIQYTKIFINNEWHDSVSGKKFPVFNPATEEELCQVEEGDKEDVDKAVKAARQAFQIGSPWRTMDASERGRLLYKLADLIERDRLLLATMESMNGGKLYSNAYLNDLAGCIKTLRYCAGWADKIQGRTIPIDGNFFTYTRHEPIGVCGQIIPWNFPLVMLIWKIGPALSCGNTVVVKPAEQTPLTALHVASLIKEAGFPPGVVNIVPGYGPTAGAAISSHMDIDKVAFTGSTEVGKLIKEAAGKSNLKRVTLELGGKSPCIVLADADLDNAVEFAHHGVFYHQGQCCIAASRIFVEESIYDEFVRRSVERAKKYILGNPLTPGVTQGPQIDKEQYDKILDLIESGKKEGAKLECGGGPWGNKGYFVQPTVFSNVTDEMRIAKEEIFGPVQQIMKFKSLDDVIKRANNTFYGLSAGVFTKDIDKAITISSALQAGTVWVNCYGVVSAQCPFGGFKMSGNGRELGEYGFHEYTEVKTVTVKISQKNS
GAA spleen mod: inhibits or activates alpha-glucosidase in human spleen homogenate; P10253; human spleen homogenate, 4-MU-alpha-glucoside fluorescence; Potency, µM (top dose mostly 79.9 µM), without a hit: top-dose activity change, negative = inhibition, usual class: inhibitors; 240,000 compounds, 0.006% hits; AID 2112;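 note: 0% = enzyme with vehicle and -100% = no enzyme basal signal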
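Compounds were titrated against alpha-glucosidase in spleen homogenate at pH 5.0, with 1 mM 4-methylumbelliferyl substrate for 40 min at 37 C. Reactions were quenched with pH 10 NaOH/glycine and fluorescence measured.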
GAA glycogen mod: inhibitors or activators of human alpha-glucosidase glycogen cleavage; recombinant GAA, glycogen substrate, Amplex Red glucose oxidase fluorescence; Potency, µM (highest dose often 76.4 µM), for the others: top-dose activity change, negative = inhibition, usual class: inhibitors; 300,000 compounds, 0.38% hits; AID 2100;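 note: 0% = full enzyme reaction and -100% = no-enzyme basal signal; the screen sought inhibitors and activators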
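Natural-substrate format: glycogen cleavage by 4 nM human enzyme, glucose read by Amplex Red coupling (Ex 573, Em 610 nm). Normalized to enzyme and no-enzyme controls.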
Starred values were filed as active, the others as inactive; ? = inconclusive; . = no result given; & = joins results of further samples; ! = not active in a repeat; [ ] = another dose, or the depositor's remark. Unless noted, calls come from the whole dose curve; as a rule, active = well fitted curve in the direction sought with a large enough effect; inconclusive = small, poorly fitted or top-dose-only effect, or another doubt; inactive = no such curve, though single readings can be large; an effect the other way counts as inactive or inconclusive. Potency is the fitted concentration of half-maximal effect. This is a subset; rates above refer to the full screens.

(1) Cc1coc2c1C(=O)C(=O)c1c-2ccc2c1CCCC2(C)C
(2) C=CCSCC=C
(3) Cc1onc(-c2ccccc2Cl)c1C(=O)NC1C(=O)N2C1SC(C)(C)C2C(=O)O (centres undefined)
(4) N=C(N=C(N)N)N1CCOCC1
(5) CC(=O)O[C@]1(C(C)=O)CC[C@H]2[C@@H]3C=C(Cl)C4=CC(=O)[C@@H]5C[C@@H]5[C@]4(C)[C@H]3CC[C@@]21C
(6) CCCC(NC(C)C(=O)N1C(C(=O)O)CC2CCCCC21)C(=O)OCC (centres undefined)
(7) C=CC(C)(O)CC/C=C(\C)CCC=C(C)C (centres undefined)
(8) Cc1cc(C)nc(/N=C(\N)Nc2ccc(S(N)(=O)=O)cc2)n1
assay / entry	1	2	3	4	5	6	7	8
GAA inhib	.	.	.	.	.	.	.	?
SMN2 splice enh	11%&-5%&1%	?	15%	7%[20.6 µM]	-7%	7%	2%	.
JMJD2E inh	?	2%	3%	8%[25.5 µM]	.	-3%	-1%	?
RGS12 GoLoco inh	4%&23%&11%&4%	2%	124%[activator]	-7%[21.6 µM]	7%&11%	0%	2%	7%
GLA spleen mod	6%&4%&-7%&-2%	5%	5%	-1%[29.1 µM]	0%	5%	11%	2%
ALDH1A1 block	20µM*	12%	-12%	8%[20.9 µM]	16%	3%	-6%	-9%
GAA spleen mod	12%&-14%&-11%&-2%	-10%	-17%	-12%[29.1 µM]	7%	5%	3%	5%
GAA glycogen mod	-16%	.	.	.	.	.	.	-9%

(9) CN(C)CCCN1c2ccccc2Sc2ccccc21
(10) CN(C)CCCSc1ccccc1NC(=O)/C=C\c1ccccc1
(11) CCCn1ncc(CN2CCCC(C(=O)c3cccc(OC(C)C)c3)C2)c1C (centres undefined)
(12) O=C1N(c2ccccc2)c2ccccc2C1(Cc1ccncc1)Cc1ccncc1
(13) COc1ccccc1OCC(O)COC(N)=O (centres undefined)
(14) CCCCCCCCO
(15) Cc1c(C(=O)O)c(O)cc2c1C(=O)c1c(O)c([C@H]3O[C@H](CO)[C@@H](O)[C@H](O)[C@H]3O)c(O)c(O)c1C2=O
(16) O=C(Cn1ccnc1[N+](=O)[O-])NCCO
assay / entry	9	10	11	12	13	14	15	16
GAA inhib	-1%[15.4 µM]	.	.	-3%[15.4 µM]	-1%[15.4 µM]	.	.	.
SMN2 splice enh	-28%	.	.	-6%	-22%&3%	1%	-59%[inhibitor]	4%
JMJD2E inh	?	-5%	?	9%&-9%&-12%	-4%&-1%	.	7.9µM*	6%
RGS12 GoLoco inh	-33%	-2%	-13%	-19%&1%&-2%	0%&2%	-28%	15%&-4%&10%	7%
GLA spleen mod	-1%	1%	-16%	-5%&5%&-9%	7%&-13%	14%	7%&8%&-2%	0%
ALDH1A1 block	-2%	3%	.	4%	-3%&9%	?	11µM*	0%
GAA spleen mod	17%	-2%	-8%	3%&10%&-12%	-17%&-8%	11%	1%&-8%&-12%	0%
GAA glycogen mod	-7%	.	-3%	2%	-1%	.	.	.

2 compounds picked at random from the list so far:
(6) CCCC(NC(C)C(=O)N1C(C(=O)O)CC2CCCCC21)C(=O)OCC (centres undefined)
(16) O=C(Cn1ccnc1[N+](=O)[O-])NCCO
assay / entry	6	16
GAA inhib	.	.
SMN2 splice enh	7%	4%
JMJD2E inh	-3%	6%
RGS12 GoLoco inh	0%	7%
GLA spleen mod	5%	0%
ALDH1A1 block	3%	0%
GAA spleen mod	5%	0%
GAA glycogen mod	.	.

Going on with the list.
(17) CC(C)Cn1cnc2c1c(=O)n(C)c(=O)n2C
(18) CC(=O)[C@@H]1CC[C@@H]2[C@@H]3C[C@H](C)C4=CC(=O)CC[C@@]4(C)[C@H]3[C@H](O)C[C@]21C
(19) COC(=O)c1cccnc1
(20) C[C@H]1[C@H](C)CC[C@]2(C(=O)O)CC[C@]3(C)C(=CCC4[C@@]5(C)C[C@@H](O)[C@H](O)[C@@](C)(CO)[C@@H]5CC[C@]43C)[C@H]12 (some centres undefined)
(21) CC(=O)NCCCCCC(=O)O
(22) CN(C)C/C=C(/c1ccc(Br)cc1)c1cccnc1
(23) CN1CCC(=C2c3ccccc3CCc3sccc32)CC1
(24) NS(=O)(=O)c1cc2c(cc1C(F)(F)F)N[C@H](Cc1ccccc1)NS2(=O)=O
assay / entry	17	18	19	20	21	22	23	24
GAA inhib	-7%	.	.	.	.	.	-7%[15.4 µM]	.
SMN2 splice enh	10%	-6%[20.6 µM]	.	.	7%	-59%[inhibitor]	-12%	-3%[20.6 µM]
JMJD2E inh	0%	-1%[25.5 µM]	.	2%	-2%	-3%	-7%	?
RGS12 GoLoco inh	-7%	9%[21.6 µM]	-12%	-3%	-54%	-46%	7%	-2%[21.6 µM]
GLA spleen mod	3%	-4%[29.1 µM]	-14%&2%	1%	6%	-9%	-21%	4%[29.1 µM]
ALDH1A1 block	-3%	-18%[20.9 µM]	?	4%	9%	-6%	8%	3%[20.9 µM]
GAA spleen mod	3%	11%[29.1 µM]	-1%&-2%	17%	0%	1%	6%	5%[29.1 µM]
GAA glycogen mod	-1%	.	.	.	.	.	2%	.

(25) C=CCN1C(=O)C(CC(C)C)NC1=S (centres undefined)
(26) CC1=NN(c2ccccc2)C(=O)C1
(27) CC(=O)N(C[C@@H](O)CO)c1c(I)c(C(=O)NC[C@@H](O)CO)c(I)c(C(=O)NC[C@@H](O)CO)c1I
(28) CC1(C)OC2CC(=O)OCC23C1CC(=O)C1(C)C3CC[C@@]2(C)[C@H](c3ccoc3)OC(=O)C3OC312 (some centres undefined)
(29) O=C(O)CN1C(=O)c2cccc3cccc(c23)C1=O
(30) O=C(O)CCC/C=C\C[C@H]1C(=O)C[C@@H](O)[C@@H]1/C=C/[C@@H](O)CCc1ccccc1
(31) C[C@H](CCC(=O)O)[C@H]1CC[C@H]2[C@@H]3[C@@H](O)C[C@@H]4C[C@H](O)CC[C@]4(C)[C@H]3CC[C@]12C
(32) Nc1cc(-c2ccncc2)c[nH]c1=O
assay / entry	25	26	27	28	29	30	31	32
GAA inhib	.	-7%[15.4 µM]	.	.	.	.	-1%	-7%[15.4 µM]
SMN2 splice enh	.	-10%&-2%&-5%	4%[20.6 µM]	.	6%	-4%&23%	10%	16%
JMJD2E inh	.	?	4%[25.5 µM]	.	?	2%	6%	1.1µM*
RGS12 GoLoco inh	-34%	11%&1%&1%&0%	9%[21.6 µM]	1%	-5%&5%	-5%&3%	-4%	-10%
GLA spleen mod	2%	-20%&-10%&-3%&8%&1%	-10%[29.1 µM]	-6%	-16%&7%	6%&-3%	-23%	?
ALDH1A1 block	7%	10µM*	14%[20.9 µM]	12%	?	3%&-2%	5%	11µM*
GAA spleen mod	2%	5%&-3%&-4%&4%&1%	-15%[29.1 µM]	2%	3%&2%	5%&4%	-22%	3%
GAA glycogen mod	.	?	.	.	.	.	8%	-24%

(33) CC(=O)[C@H]1CC[C@H]2[C@@H]3C[C@H](C)C4=CC(=O)CC[C@]4(C)[C@H]3[C@@H](O)C[C@]12C
(34) COc1ccc(-c2cc(=O)c3c(O)cc(O[C@H]4OC(COC5OC(C)C(O)C(O)[C@H]5O)C(O)C(O)C4O)cc3o2)cc1O (some centres undefined)
(35) c1ccc2c(CC3=NCCN3)cccc2c1
(36) CCCOC(=O)c1ccccc1
(37) Nc1nccs1
(38) CC[C@]1(O)C[C@@H]2CN(CCc3c([nH]c4ccccc34)[C@@](C(=O)OC)(c3cc4c(cc3OC)N(C)C3[C@]45CCN4CC=C[C@](CC)(C45)[C@@H](OC(C)=O)[C@]3(O)C(=O)OC)C2)C1 (some centres undefined)
(39) O=C1NC(=O)[C@@]2(CCOc3ccc(F)cc32)N1
(40) Cc1nnc(NS(=O)(=O)c2ccc(N)cc2)s1
assay / entry	33	34	35	36	37	38	39	40
GAA inhib	-6%[15.4 µM]	.	-2%[15.4 µM]	.	.	.	.	8%[15.4 µM]
SMN2 splice enh	-50%[inhibitor]	-5%	-18%	.	0%&4%	-28%	.	-9%
JMJD2E inh	14%	?	-15%	.	-1%	.	.	-7%
RGS12 GoLoco inh	15%	18%	-39%	4%	1%&5%	29%	2%	4%
GLA spleen mod	-3%	6%	-3%	22%&7%	11%&12%	9%	5%	5%
ALDH1A1 block	-9%	?	3%	13%	-4%	4%	1%	1%
GAA spleen mod	-4%	-8%	-4%	8%&1%	14%&6%	7%	-5%	0%
GAA glycogen mod	4%	.	-1%	.	.	.	.	4%

(41) O=c1cc(-c2ccc(O)cc2)oc2cc(O)ccc12
(42) O=C(O)COC(=O)Cc1ccccc1Nc1c(Cl)cccc1Cl
(43) NS(=O)(=O)c1cc2c(cc1C(F)(F)F)NC(Cc1ccccc1)NS2(=O)=O (centres undefined)
(44) CCCOc1ccccc1-c1nc2n[nH]nc2c(=O)[nH]1
(45) CCN(CC)C[C@@H]1CCCCN1CC(=O)N1c2ccccc2C(=O)Nc2cccnc21
(46) C/C(O)=C1\C(=O)[C@@H]2[C@H]3c4c[nH]c5cccc(c45)C[C@H]3C(C)(C)N2C1=O
(47) O=C1NCC2(CCN(CCc3ccccc3)CC2)O1
(48) COc1cc2nc(N3CCN(C(=O)C4COc5ccccc5O4)CC3)nc(N)c2cc1OC (centres undefined)
(49) CCCCCC(=O)O[C@@]1(C(C)=O)CCC2C3CCC4=CC(=O)CC[C@@]4(C)C3CC[C@]21C (some centres undefined)
assay / entry	41	42	43	44	45	46	47	48	49
GAA inhib	.	.	-1%[15.4 µM]	.	.	.	.	?	.
SMN2 splice enh	?	4%[20.6 µM]	-20%&5%	-27%	.	-5%&3%	10%	-23%&24%	-27%
JMJD2E inh	?	6%[25.5 µM]	?	6%	-7%	.	-8%	?	-21%
RGS12 GoLoco inh	7%	6%[21.6 µM]	16%&2%	11%	8%	8%&15%	9%	15%&-4%	7%
GLA spleen mod	5%	0%[29.1 µM]	-6%&-20%	-25%	8%	12%&-8%	6%	?	-9%
ALDH1A1 block	?	-6%[20.9 µM]	?	20µM*!	8%	-4%&10%	-1%	?	7%
GAA spleen mod	4%	-8%[29.1 µM]	-4%&-7%	7%	7%	0%&7%	-6%	11%&8%	2%
GAA glycogen mod	.	-10%[76.3 µM]	-4%	.	.	.	14%	-6%	.
